TbREL1 inh: TbREL1 inhibition, primary screen; TbREL1 RNA ligation, FRET fluorescence; inhibition, % at 9.66 µM; 89,000 tested, 0.49% active; AID 1117264;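 active means inhibition above the mean inhibition across all screened compounds plus 3 SD, cut at about 11% in these data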;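 further: 0% = plate median of test wells and 100% = NSC42067 control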
Target sequence (P86926 whole entry, looked up): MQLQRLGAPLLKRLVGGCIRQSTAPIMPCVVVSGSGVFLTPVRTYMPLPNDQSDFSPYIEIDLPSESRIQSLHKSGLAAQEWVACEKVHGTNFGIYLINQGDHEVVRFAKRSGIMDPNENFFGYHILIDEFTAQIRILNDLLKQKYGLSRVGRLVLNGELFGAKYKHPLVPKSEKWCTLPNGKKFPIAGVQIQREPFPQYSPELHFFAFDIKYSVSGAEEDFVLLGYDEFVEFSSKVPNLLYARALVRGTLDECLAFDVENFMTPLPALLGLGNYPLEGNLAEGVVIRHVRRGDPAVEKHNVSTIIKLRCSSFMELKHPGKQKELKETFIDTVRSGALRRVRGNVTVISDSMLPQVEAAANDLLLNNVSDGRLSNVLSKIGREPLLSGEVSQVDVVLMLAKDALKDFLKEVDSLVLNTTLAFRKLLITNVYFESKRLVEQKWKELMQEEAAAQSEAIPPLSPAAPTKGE
Numbers without * were called inactive. An excerpt, so the mix of outcomes need not match the whole.

SMILES	TbREL1 inh
CC(=O)c1ccc(OCCCC(=O)Nc2cc(S(=O)(=O)N(C)C)ccc2C)cc1	-1
Cc1nc(SCC(=O)NC(C)c2ccccc2)c2oc3ccccc3c2n1 (stereo not given)	1
Cc1ccc(S(=O)(=O)NCCC(=O)Nc2cc(F)ccc2C)cc1C	6
COc1cc2c(cc1OC)C(C)N(C(=O)c1cc3c(s1)-c1ccccc1OC3)CC2 (stereo not given)	2
O=C(Nc1ccc(S(=O)(=O)N2CCc3ccccc3C2)cc1)c1ccccc1	-2
Cc1cc(C)cc(N2CC(C(=O)NC3CCCCC3)CC2=O)c1 (stereo not given)	2
COc1ccc(CNC(=O)CSc2n[nH]c(C)c2[N+](=O)[O-])cc1	1
COc1ccc(S(=O)(=O)N2CCOCC2)cc1NC(=O)CSc1nnc(C2CC2)n1C1CC1	1
O=C(NN=C1CCCC1)c1sc2ccccc2c1Cl	7
Cc1cc(C)cc(NC(=O)C(=O)NCc2ccccn2)c1	1
Cc1ccc(NCc2nnc(SCC(=O)N(Cc3ccccc3)C(C)(C)C)o2)c(C)c1	-4
CCC1Nc2ncnc(N3CCN(c4ccccc4)CC3)c2N(Cc2ccc(OC)cc2)C1=O (stereo not given)	-5
COc1ccccc1N(CC(=O)N/N=C/c1ccccc1C(=O)O)S(C)(=O)=O	0
COC(=O)C1(NC(=O)NC23CC4CC(CC(C4)C2)C3)CCCCC1	10
COc1cc2oc(=O)cc(-c3ccc(-c4ccc(O)cc4)cc3)c2c(OC)c1OC	-4
Cc1cc(=O)oc2ccc(OCC(=O)N3CCC(C)CC3)cc12	-1
C[C@@H]1CCC(=O)N(C[C@@H](C)CC#N)CC1	1
O=C(O)C[C@H]1c2ccccc2S(=O)(=O)N1C1CCCCC1	1
Cc1cccc(C)c1Nc1nnc(SCC(=O)NCCCN2CCCC2=O)s1	-6
Cc1cccc(NC(=O)CC2CCC2)c1	0
Cc1ccc([N+](=O)[O-])cc1N=C(c1cccc(Br)c1)N1CCOCC1	2
O=C(COc1ccc(Cl)cc1Cl)NCCCNC(=O)c1cnccn1	-1
CC(=O)C1=C(C)NC(SCC(N)=O)=C(C#N)C1CC(C)C (stereo not given)	6
COc1ccc(C(=O)NCCCNC(=O)c2cccnc2)cc1Br	-4
CCCCNC(=O)C1CC(=O)N(C2CCCC2)C1 (stereo not given)	3
COc1ccc(CN2CCC(=O)N([C@H](CO)c3ccccc3)CC2)cc1OC	1
CC(Oc1ccc(F)cc1)C(=O)Nc1ccc2ccccc2c1 (stereo not given)	0
Cc1ccc(NC(=O)CSc2nc3ncc(Br)cc3[nH]2)cc1C	1
Cc1ccccc1NC(=O)Cc1nc(COC(=O)c2ccc(Cl)nc2)cs1	2
Cc1onc(-c2ccccc2)c1C(=O)NC(C)c1ccc2c(c1)OCO2 (stereo not given)	-1

Part of the list above, with each value named.
> CC(Oc1ccc(F)cc1)C(=O)Nc1ccc2ccccc2c1 (stereo not given)
  TbREL1 inh: 0

> Cc1ccc(NC(=O)CSc2nc3ncc(Br)cc3[nH]2)cc1C
  TbREL1 inh: 1

> Cc1ccccc1NC(=O)Cc1nc(COC(=O)c2ccc(Cl)nc2)cs1
  TbREL1 inh: 2

> Cc1onc(-c2ccccc2)c1C(=O)NC(C)c1ccc2c(c1)OCO2 (stereo not given)
  TbREL1 inh: -1

Later entries
SMILES	TbREL1 inh
Cc1ccc(-n2c(C)cc(C(=O)COc3cccnc3[N+](=O)[O-])c2C)cc1	-6
C/C(=C\C(=O)c1ccc(Cl)s1)N(C)C	-3
Clc1cccc(-c2nnc(SCc3nc4ccccc4[nH]3)n2Cc2ccco2)c1	-3
Cc1c(C(=O)Nc2ccccc2Cl)oc2ccc(S(=O)(=O)N3CCC4(CC3)OCCO4)cc12	-2
Cc1cc(C)cc(Oc2ncnc3c2ncn3Cc2c(Cl)cccc2Cl)c1	0
COc1ccc(C2=NOC(Cn3nc(C(=O)NCc4cccc(Br)c4)cc3-c3ccccc3)C2)cc1 (stereo not given)	1
CCOC(=O)c1cc(-c2ccc(C)cc2)n(CCC(=O)NCCN(C)C)c1C	3
O=C(Nc1ccc(Oc2ccc(S(=O)(=O)N3CCOCC3)cn2)cc1)c1ccco1	1
COc1cc(C(=O)Nc2ccccc2C2COC(=O)C2=N)cc(OC)c1OC (stereo not given)	1
CC1(C)CC(=O)C=C(c2ccc(Cl)c(C(F)(F)F)c2)C1	1
Nc1cc(N)cc(-c2nc3ccccc3o2)c1	-5
COc1ccccc1N(Cc1cc(=O)[nH]c2ccccc12)C(=O)c1ccccc1	-2
COC(=O)c1ccc(C2C(C(=O)OCC(C)C)=C(C)N=C3SCCC(=O)N32)cc1 (stereo not given)	-2
CCN(c1ccccc1)S(=O)(=O)c1ccc(C(=O)OC(C)C(=O)NCCC2=CCCCC2)cc1 (stereo not given)	-1
CCOC(=O)c1[nH]c(CSc2nnnn2-c2ccccc2C)c(C(=O)OCC)c1C	-4
CCCC1(c2ccccc2)NC(=O)NC1=O (stereo not given)	2
COc1ccc(OC(=O)c2ccncc2)cc1	-2
N#Cc1c(NCCN)nc(-c2ccccc2)c2c1CCCC2	4
Cc1ccc(N=C2SC(C(=O)NCCc3ccccc3)CC(=O)N2C)cc1C (stereo not given)	-3
Cc1ccc(CCNC(=O)NC(C)(C)C)cc1	-1
O=C(COC(=O)CN1C(=O)NC2(CCCC2)C1=O)Nc1c(Cl)cccc1C(F)(F)F	7
COC(=O)[C@]12CCCCC=C1N(CCC1=CCCCC1)C(=O)[C@H](CC(=O)N1CCOCC1)C2	-4
NC(=O)C1(N2CCCCC2)CCN(c2ccc3nnc(-c4ccccc4)n3n2)CC1	-1
Cc1cc(CNC(=O)COC(=O)Cn2[nH]c(=O)c3ccccc3c2=O)cc(C)c1O	0
O=C(/C=C/c1cc([N+](=O)[O-])ccc1OC(F)F)Nc1ccc(OC(F)F)cc1	8
CCOC(=O)c1sc(=S)n(Cc2ccccc2)c1N	-3
Clc1ccc(-c2noc(CCCc3ccccc3)n2)cc1	0
O=C(NCc1ccc(Cl)cc1)c1ccc2c(=O)n(CC3CCCO3)c(=S)[nH]c2c1 (stereo not given)	-4
Cc1ccc(C(C(=O)NC2CCCC2)N(Cc2ccc(F)cc2)C(=O)c2snc(C(N)=O)c2N)o1 (stereo not given)	-1
CCOc1ccc(CCNC(=O)c2ccc(S(=O)(=O)N3CCCC3)cc2)cc1OCC	3
Cc1nc(C)n(CC(=O)N2CCCC(C(=O)c3ccc(Cl)cc3C)C2)n1 (stereo not given)	-4
O=C(N/N=C\c1ccc(Cl)s1)c1cccs1	1
Cc1ccccc1CN(C)C(=O)c1ccc2ccccc2n1	-2
O=C(CN1CCN(S(=O)(=O)N2CCCCC2)CC1)Nc1ccc(Cl)c(Cl)c1	-3
COCCn1c(SCC(=O)c2[nH]c(C)c(C(C)=O)c2C)nc2ccccc2c1=O	-6
CCOC(=O)c1c(C)[nH]c(C)c1C(=O)COC(=O)c1ccc([N+](=O)[O-])s1	0
N#C/C(=C\C=C\c1ccccc1)c1nc(-c2ccc3c(c2)OCO3)cs1	2
Clc1ccc(-c2nnc3sc(-c4ccc(Br)o4)nn23)c(Cl)c1	7
Cn1ncc2cc(NC(=S)NC(=O)c3ccccc3)ccc21	6
CCOC(=O)N1CCN(c2c(NCCN3CCN(Cc4ccccc4)CC3)c(=O)c2=O)CC1	-1
CCOC(=O)CC(C#N)c1cn(C)c2ccccc12 (stereo not given)	-1
CCOC(=O)CN1C(=O)C2Cc3ccccc3CN2C1=S (stereo not given)	-2
O=c1oc(-c2ccccc2Cl)nc2ccsc12	1
Nc1ccn([C@@H]2O[C@H](C(=O)NCc3ccc4c(c3)OCO4)[C@@H](O)[C@H]2O)c(=O)n1	4
CCO[C@@H]1OC(C(=O)NCc2nc3ccccc3[nH]2)=C[C@H](c2coc3ccccc3c2=O)[C@H]1CCCO	3
CN1C(=O)c2cccc(NC(=O)C3CCCCC3)c2C1=O	-1
CCCC(c1nnnn1CS(=O)(=O)c1ccc(C)cc1)N1CCC(C(N)=O)CC1 (stereo not given)	-4
NC(=O)CCS(=O)(=O)CCN1CCN(S(=O)(=O)c2ccc3c(c2)CCC3)CC1	-3
CN(CC(=O)Nc1ccc(F)cc1)C(=O)COC(=O)Cc1c(F)cccc1Cl	3
C/C(=N\NC(=O)c1cnccn1)c1ccc([N+](=O)[O-])cc1	-2

The list goes on:
SMILES	TbREL1 inh
Cc1onc(-c2ccccc2)c1-c1nnc(CN2CCN(S(=O)(=O)c3ccccc3F)CC2)o1	2
O=C(CN1CCC(NC(=O)Nc2ccc3c(c2)OCO3)CC1)Nc1ccc2c(c1)OCCO2	5
CCC(C)Nc1ncnc2c1cnn2Cc1ccc(Cl)cc1 (stereo not given)	2
CC(C)C[C@H]1CN(CCCC[C@H]2CNC(=O)C(=O)N2CC2CCCCC2)C(=O)C(=O)N1CCc1ccccc1	-1
CN(C)c1nccc(Nc2ccccc2)c1C#N	-3
CCC(=O)Nc1cccc(C2=NOC3(C2)C[C@@H](C(N)=O)N(C(=O)c2ccc(OC)cc2)C3)c1 (stereo not given in full)	-3
N#Cc1ccc(-c2ccc(F)cc2)nc1SCC(=O)Nc1sc2c(c1C#N)CCC2	-4
Cc1c(/C=C(\C#N)c2nn(-c3ccccc3)c(N)c2C#N)c2ccccc2n1Cc1ccc(F)cc1	3
c1ccc(-n2ncc3c(NCCN4CCCCC4)ncnc32)cc1	1
Cc1cc2ccccn2c1C(=O)c1nc(N2CCOCC2)ncc1Cl	-3
O=C(COc1nc2ccccc2nc1N1CCOCC1)Nc1ccc(S(=O)(=O)N2CCCC2)cc1	-3
CC(=O)Nc1cc2c(cc1C(C)=O)OCCO2	1
CCc1nc2ccc(C(=O)N3CCN(C(=O)c4ccco4)CC3)cn2c1N(C)C(=O)COc1ccccc1	-1
CCOC(=O)NC(=S)Nc1ccc(OC)cc1	-5
CCC1=[N+](C)CCn2c(C)ccc21	-3
Cc1cc(Cl)ccc1NC(=O)CN1C(=O)CSc2ccc(S(=O)(=O)N3CCOCC3)cc21	1
CCCCCNC(=O)C(c1ccc(C#N)cc1)n1c(=O)c(-c2ccco2)nc2ccccc21 (stereo not given)	-4
C#CCCOC(=O)N1C2=NC(C(=O)OC)=C(C(=O)OC)[C@@H]3N(C)c4ccccc4[C@]23C[C@H]1CO	-5
C=CCNC(=S)NNC(=O)c1ccccc1OCC	-1
COc1ccc(NC(=O)c2cc3n(n2)C(C(F)(F)F)CC(c2ccc(OC)cc2)N3)cc1 (stereo not given)	-3

3 compounds already listed, ordered by their value in TbREL1 inh, lowest first.
SMILES	TbREL1 inh
COc1ccc(C(=O)NCCCNC(=O)c2cccnc2)cc1Br	-4
Cc1cc(=O)oc2ccc(OCC(=O)N3CCC(C)CC3)cc12	-1
Cc1ccc(NC(=O)CSc2nc3ncc(Br)cc3[nH]2)cc1C	1

Next compounds:
SMILES	TbREL1 inh
Cc1cccn2c(CNC3CCCc4ccccc43)c(C(=O)N3CCOCC3)nc12 (stereo not given)	-3
CN1CCC(OC(=O)c2cccc(Cl)c2)CC1	3
CCSc1nc2c(c(=O)[nH]1)C(c1cccnc1)C(C(=O)OC(C)C)=C(C)N2 (stereo not given)	-4
COc1ccc(C(=O)COC(=O)CCC(=O)Nc2ccc(C(C)=O)cc2)cc1	5
CCOC(=O)c1[nH]c(C)c(/C(C)=N\O)c1C	1
Cc1onc(-c2ccccc2Cl)c1C(=O)N1CC(C)CC(C)C1 (stereo not given)	-4
COc1ccc(/C=N/NC(=O)c2cc(C3CC3)[nH]n2)cc1OC	2
NC(=O)N/N=C/c1c(F)c(F)c(F)c(F)c1F	-1
Cn1c(=O)c2c(nc(CN3CCC(C(N)=O)CC3)n2Cc2ccccc2F)n(C)c1=O	-1
COc1ccc2[nH]cc(C(=O)CN3CCC(C)CC3)c2c1	2
CCOC(=O)c1c(C)oc2cc(Br)c(O)c(Br)c12	-3
Cc1nn(C)c(C)c1NC(=O)Nc1ccc(Cl)c(Cl)c1	2
COc1ccc(OC)c(CN2C(=O)CCC2(C)C(=O)NC2CCCCCC2)c1 (stereo not given)	-2
O=C(O)CCNc1nc(-c2ccccc2)c2cc(Br)ccc2n1	1
O=C(Nc1cccc(O)c1)c1cccc(S(=O)(=O)N2CCCCCC2)c1	-2
CCN(NC(=O)C(O)(c1ccccc1)c1ccccc1)C(=O)c1ccccc1	0
COCO[C@@H]1CC(CO)=C[C@H]2OCO[C@H]21	5
Cc1cc(C)c(C(=O)COC(=O)c2cccnc2Cl)c(C)c1	-1
O=C(Nc1ccc(C(F)(F)F)cc1)c1cc(-c2cccnc2)nc2ccc(Br)cc12	1
COc1ccc(S(=O)(=O)Cc2ccc(C(=O)N3CCCC3)o2)cc1	4
Clc1cccc(-c2cc3nc4c(c(N5CCN(c6cnccn6)CC5)n3n2)CCCC4)c1	-3
COc1cc(NS(=O)(=O)c2ccc(Br)cc2)c(OC)cc1NC(=O)c1ccco1	-2
Cc1ncoc1C(=O)N1CCCC(C(=O)c2ccc(-c3ccccc3)c(F)c2)C1 (stereo not given)	-4
CCn1c(=O)cc(SCC(=O)NCc2ccco2)c2ccccc21	-3
Cc1nnc(Cl)c2nn(-c3ccccc3)c(C)c12	3
Cc1cccc(NC(=O)c2c(-c3ccccc3)noc2C)n1	5
O=C(NCC(c1ccco1)N1CCN(c2ccccc2F)CC1)C(=O)NC1CCCC1 (stereo not given)	-3
O=C(Cn1cnc2c(cnn2-c2ccc(Cl)cc2)c1=O)N1CCN(c2ccccc2)CC1	0
